Screening data deposited in PubChem by Fisher Drug Discovery Resource Center.
mcGAS inh – inhibitors of mouse cGAS | recombinant cGAS, Kinase-Glo ATP depletion luminescence | inhibition, % at 12.5 µM | actives 0.15% (n = 160,000) | AID 1259399;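 note: 0% = negative control wells and 100% = reference inhibitor with no enzyme activity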
NPYLR7 ag – mosquito NPYLR7 agonism; actives 0.15% (n = 270,000); HEK293T NPYLR7/Galpha15, GCaMP6s calcium fluorescence; activation, % at 10 µM; in the data active = activation above about 40%;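 note: 0% = vehicle and 100% = reference agonist at the receptor; some compounds past the cut are filed as inactive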
hcGAS lum – blocks human cGAS activity; Q8N884; inhibition, % at 12.5 µM; recombinant h-cGAS, ATP depletion, Kinase-Glo luminescence; actives 0.081% (n = 290,000);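 note: 0% = vehicle reaction and 100% = reaction without DNA for no activity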
Target sequence (Q8N884 whole entry, looked up): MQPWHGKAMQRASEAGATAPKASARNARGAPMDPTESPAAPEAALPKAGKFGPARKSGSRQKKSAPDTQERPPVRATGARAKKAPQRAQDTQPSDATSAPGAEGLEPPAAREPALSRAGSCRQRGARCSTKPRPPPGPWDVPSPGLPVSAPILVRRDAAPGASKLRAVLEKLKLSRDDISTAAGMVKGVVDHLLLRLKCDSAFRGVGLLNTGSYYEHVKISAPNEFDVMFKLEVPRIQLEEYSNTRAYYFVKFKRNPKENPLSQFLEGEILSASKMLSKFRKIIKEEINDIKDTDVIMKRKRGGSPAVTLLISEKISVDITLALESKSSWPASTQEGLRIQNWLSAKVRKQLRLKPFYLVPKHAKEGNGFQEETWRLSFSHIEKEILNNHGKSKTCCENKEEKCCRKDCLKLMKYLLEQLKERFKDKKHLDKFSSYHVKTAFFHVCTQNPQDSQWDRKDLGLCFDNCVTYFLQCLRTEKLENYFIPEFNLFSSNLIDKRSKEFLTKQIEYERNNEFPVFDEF
Starred values were filed as active, the others as inactive; . = not tested or not shown; & = joins results of further samples. Cut-off read from the data, not from the text of the source, unless noted: active = inhibition above about 40%; inactive = the rest.

The line under a structure holds: hcGAS lum, mcGAS inh, NPYLR7 ag
- Cc1cc(C)c(C)c(S(=O)(=O)N(C)C2CCS(=O)(=O)C2)c1C (stereo not given)
→ -4, ., -1
- COC(=O)c1cc([N+](=O)[O-])ccc1Cl
→ -7, ., 4
- CCCn1c(=O)c2c(nc3n2CC(C)=NN3CC(=O)C(C)(C)C)n(C)c1=O
→ 3, -8, 1
- O=C1NC(=O)C2(CCNCC2)N1
→ -1, ., 1
- Cc1nc2sc3c(c2c2nncn12)CCC3
→ -2, -3, 1
- Nc1nnc(SCC(=O)c2cccc([N+](=O)[O-])c2)s1
→ -4, ., 14
- CC(=O)c1c(C(C)=O)c(C)n(-c2ccc3ncccc3c2)c1C
→ -4, ., 18
- CCCN(CC(=O)Nc1cc(C(C)(C)C)nn1-c1cccc(C)c1)C(=O)Nc1ccc(Cl)c(Cl)c1
→ -5, -5, 14
- CCC(CC)(CO)NCc1cccc(NC(C)=O)c1
→ -5, ., -1
- C=CCN1CCN(c2nc3c(c(=O)[nH]c(=O)n3C)n2Cc2ccc(Cl)cc2Cl)CC1
→ -2, ., -2

The results go on.
The line under a structure holds: hcGAS lum, mcGAS inh, NPYLR7 ag
- N#Cc1cccc(NS(=O)(=O)c2ccccc2F)c1
→ 0, -2, -2
- CC1(C)CN(C(=O)CCc2ccccc2)CC(=O)N(CC(O)C(F)(F)F)C1 (stereo not given)
→ -11, -5, 9
- CCOCCN1N=C(c2ccc(F)cc2)Cn2c1nc1c2c(=O)n(C)c(=O)n1C
→ -7, -7, 2
- O=S(=O)(CCc1ccccn1)NC1CCC(C(F)(F)F)CC1 (stereo not given)
→ -4, ., 6
- O=C(Nc1ccc(Cl)cc1Cl)N1CC(=O)N2CCc3c(F)cccc3C2C1 (stereo not given)
→ 0, 0, -8
- O=C(c1cccnc1-c1cccc(CN2CCOCC2)c1)N1CCCC1
→ -8, ., 0
- Clc1ccc2nnc(-c3ccc(Br)cc3)n2n1
→ -9, ., 2
- O=C(N[C@@H]1CCCCC1NC(=O)C1CCCN(C(=O)c2ccc(C(F)(F)F)cc2)C1)c1ccc(F)cc1 (stereo not given in full)
→ -2, -4, -2
- CCOCCCN(CC(=O)N(CCc1ccc(OC)c(OC)c1)Cc1ccc(C)s1)C(=O)Nc1ccccc1C(F)(F)F
→ -12, -7, -1
- COc1ccc(NC(=O)c2sc(=O)n(Cc3cc(C)cc(C)c3)c2C)cc1OC
→ 0, ., -6

Fetched by compound from the list above (two):
The line under a structure holds: hcGAS lum, mcGAS inh, NPYLR7 ag
- Nc1nnc(SCC(=O)c2cccc([N+](=O)[O-])c2)s1
→ -4, ., 14
- CC1(C)CN(C(=O)CCc2ccccc2)CC(=O)N(CC(O)C(F)(F)F)C1 (stereo not given)
→ -11, -5, 9

(cont.)
The line under a structure holds: hcGAS lum, mcGAS inh, NPYLR7 ag
- CC(C)NC(=O)COc1ncnc2sc3c(c12)CCCC3
→ -3, 0, 5
- Cc1oc(-c2cccc(Cl)c2)nc1CN1CCC(N(C)C)CC1
→ -7, ., 2
- CN1CCN(n2c3c(c(SCC(=O)N4CCCc5ccccc54)nc2=O)CCCC3)CC1
→ -2, -1, -4
- FC(F)Oc1ccc(C=NN2CCOCC2)c(OC(F)F)c1
→ -6, ., 7
- CCc1nc2oc3cc(OC)ccc3c(=O)c2c(=O)n1Cc1ccccc1
→ -1, ., 5
- O=C(CSc1nnc(NC(=O)c2cccs2)s1)Nc1nccs1
→ -3, -4, 7
- CCCCN(CC(=O)N(Cc1cccn1Cc1ccccc1Cl)CC(C)C)C(=O)c1cccc(Br)c1
→ -2, -5, -1
- Brc1ccccc1OCc1nc2ccccc2[nH]1
→ -10, -5, -3
- N#CC(=Cc1ccc(F)cc1F)c1nnc2n1CCCCC2
→ -1, ., 4
- COc1ccc(-n2nc(C(=O)Nc3ccc(F)cc3)c(=O)n(Cc3cccc(Cl)c3)c2=O)cc1
→ -5, -5, .

(continued)
The line under a structure holds: hcGAS lum, mcGAS inh, NPYLR7 ag
- CN(C(=O)c1csc(-c2cccs2)n1)C1CCCN(CCc2ccccc2)C1 (stereo not given)
→ -7, -10, 11
- Cc1nc(N2CCC(C(=O)NCc3ccc(N4CCOCC4)cc3)CC2)nc2ccc(C(C)C)cc12
→ -5, -9, 12
- COC(=O)C[C@H]1C(C)(C)C(=O)[C@@H]2CC3=C4CC(=O)O[C@@H](c5ccoc5)[C@]4(C)CCC3[C@@]1(C)C2=O (stereo not given in full)
→ 1, 1, .
- CC(=O)N1CCc2cc(NC(=O)C3(C)CCN3Cc3ccc(C)cc3)ccc21 (stereo not given)
→ -3, ., 2
- COCC(=O)Nc1c(-c2cccc(F)c2)nc2cc(C)ccn12
→ -1, -2, -4
- CN(c1ccccc1)N1CC(C(=O)Nc2cccc(C(F)(F)F)c2)CC1=O (stereo not given)
→ -3, -6, -4
- Cc1ccc2nc(-c3ccccc3)[nH]c2c1
→ -23, ., 2
- COc1cc(C)c2c(c1C=O)Oc1c(c(C)c(O)c3c1C(O)OC3=O)OC2=O (stereo not given)
→ 70*, 41*, -13&4
- CC(=O)c1cccc(Nc2ncnc3ccc(C)cc23)c1
→ -7, -7, -3
- Cc1cc(CS(=O)(=O)N(Cc2ccc(C(C)C)cc2)C2CC2)on1
→ -7, ., 12

The results go on:
The line under a structure holds: hcGAS lum, mcGAS inh, NPYLR7 ag
- O=C(NCc1nc2ccccc2n1CCCCOc1ccccc1)c1ccco1
→ -1, ., 0
- O=C(/C=C/c1ccccc1)N1CCC(c2nc(-c3cccnc3)ncc2-c2ccccc2)CC1
→ -9, -11, 19
- CC(C)N1CCc2[nH]c(=S)[nH]c(=O)c2C1
→ -6, -6, -8
- COc1ccc(/C=C/CN2CCC(C(=O)NC(c3ccccc3)c3ccsc3)CC2)cc1 (stereo not given)
→ -2, 0, -9
- COC(=O)COc1ccc(/C=C2\C(=O)NC(=S)N(c3ccc(OC)cc3)C2=O)cc1OC
→ -8, -5, -8
- O=C(CSc1nnc(-c2cccnc2)n1-c1ccccc1F)OCc1ccccc1
→ -5, -10, .
- COc1cccc(Cn2cccc2CN(Cc2ccccc2)C(=O)CN(C(=O)COCc2ccccc2)C(C)C)c1
→ -5, -5, 18
- COc1ccc(CCN2CCCC(CN(C)Cc3ccc4cc(F)ccc4n3)C2)cc1 (stereo not given)
→ -9, 2, 12
- Cc1noc(C)c1COc1ccc2ccc(=O)oc2c1
→ -2, ., -3
- CCOc1ccc(-n2nnnc2CNC(=O)c2ccc3ccccc3c2)cc1
→ -6, -6, 1

(continued)
The line under a structure holds: hcGAS lum, mcGAS inh, NPYLR7 ag
- CC1CCC(C(C)C)C(OC(=O)Cn2ccsc2=N)C1 (stereo not given)
→ 3, ., 2
- O=C(c1cccc(Cl)c1)N1CCc2ccccc2C1c1ccc(Cl)cc1 (stereo not given)
→ -5, -6, 22
- CCCCCC(=O)N/N=C(/C)Cn1nc([N+](=O)[O-])cc1C
→ -5, ., 0
- CN(C)C(C(=O)N1CCC(C(=O)NCc2cccnc2)CC1)c1cc(Cl)cc(Cl)c1 (stereo not given)
→ 3, ., 2
- Cc1ccc2nc(CSc3nnc(-c4cccnc4)o3)cc(=O)n2c1
→ -2, ., 0
- COc1ccc(OC)c(N2CCN(C(=O)c3cccs3)C(C)C2=O)c1 (stereo not given)
→ 1, ., -2
- CC1(C)CC(C)(c2ccccc2)SC(c2ccccc2)=N1 (stereo not given)
→ -6, -8, -3
- O=C(O)c1cccc(S(=O)(=O)Nc2ccc(Cl)c(S(=O)(=O)N3CCCC3)c2)c1
→ -5, ., -1
- CCOC(=O)CNC(=O)CSc1nc2c(c(=O)n1-c1cc(C)cc(C)c1)SCC2
→ -4, -5, -8
- O=C(NC1COc2ccccc21)N(Cc1ccc(C(F)(F)F)cc1)C1CC1 (stereo not given)
→ -6, -15, 0

Single records (already shown). Values in the order: hcGAS lum | mcGAS inh | NPYLR7 ag
Record of `O=C(c1cccc(Cl)c1)N1CCc2ccccc2C1c1ccc(Cl)cc1` (stereo not given) : -5 | -6 | 22
Record of `COc1ccc(OC)c(N2CCN(C(=O)c3cccs3)C(C)C2=O)c1` (stereo not given) : 1 | . | -2
Record of `CCCCCC(=O)N/N=C(/C)Cn1nc([N+](=O)[O-])cc1C` : -5 | . | 0
Record of `CCOC(=O)CNC(=O)CSc1nc2c(c(=O)n1-c1cc(C)cc(C)c1)SCC2` : -4 | -5 | -8

(cont.)
The line under a structure holds: hcGAS lum, mcGAS inh, NPYLR7 ag
- Cn1c(-c2c(N)n(Cc3ccc4c(c3)OCO4)c3nc(C#N)c(C#N)nc23)nc2ccccc21
→ -5, ., 3
- CC(=O)Oc1ccccc1CN1C(=O)C(C)(C)ON=C1c1ccc(C(F)(F)F)cc1
→ 0, ., 7
- COC(=O)CNC1CCN(c2ccc(C(=O)NC3CCCC3)cc2)CC1
→ -7, ., 6
- O=C(N=C1N=C2C=CC(Br)=CN2Cc2ccccc21)c1ccc(-c2ccccc2)cc1
→ -6, -9, -4
- CCOC(=O)N1CCN(Cc2ccc3c(c2)CN(C(=O)c2sc(C)nc2C)CCO3)CC1
→ 2, -14, 0
- Cc1ccc(CNC(=O)CN(C2CCC(C)CC2)C2CCC(O)CC2)cc1 (stereo not given)
→ 5, -2, -5
- N#CCN1CCc2ccc(NS(=O)(=O)c3ccc(C4CCCCC4)cc3)cc21
→ -3, ., 6
- CCOC(=O)N1CCN(Cc2ccc3c(c2)CN(C(=O)c2cc(-c4ccccc4)no2)CCO3)CC1
→ -5, -16, 3
- Cc1nn(C)c(C)c1S(=O)(=O)NC(C)C(=O)N1CCn2cccc2C1C (stereo not given)
→ -4, ., 7
- CCCCc1nc(N2CCN(C(=O)c3ccc([N+](=O)[O-])cc3)CC2)c2c(C)nn(-c3ccc(F)cc3)c2n1
→ -2, -7, .

Two of these compounds, set out differently.
Molecule | hcGAS lum | mcGAS inh | NPYLR7 ag
N#CCN1CCc2ccc(NS(=O)(=O)c3ccc(C4CCCCC4)cc3)cc21 | -3 | . | 6
Cc1nn(C)c(C)c1S(=O)(=O)NC(C)C(=O)N1CCn2cccc2C1C (stereo not given) | -4 | . | 7

Additional records:
The line under a structure holds: hcGAS lum, mcGAS inh, NPYLR7 ag
- C=CCOCC(O)CN(Cc1ccc(F)cc1)Cc1ccc(C)cc1C (stereo not given)
→ 1, -3, 26
- Cn1ccc(NC(=O)COc2ccc(Cl)cc2Br)n1
→ -17, ., -7
- CCCCC(CC)C(=O)N1CCC2(CC1)SCCN2C(=O)c1cccc(C)c1 (stereo not given)
→ -1, -3, -3
- Fc1ccc(N=c2oc3ccccc3cc2-c2nc3ccccc3[nH]2)cc1
→ -5, -4, -4
- CCCOC1CCCN(Cc2nc(C3(c4ccc(C)cc4)CCCC3)no2)C1 (stereo not given)
→ -8, ., 6
- Cc1nn(-c2ccc(Cl)cc2)c(C)c1CC(=O)NCCN1CC(C)OC(C)C1 (stereo not given)
→ -10, -14, 5
- O=C(c1ccc(N2CCC3(CC2)NCCNC3=O)nc1)N1CCCCC1
→ -3, -11, 15
- c1ccc(-n2cccn2)c(CNc2ncnc3c2CCNC3)c1
→ -8, -11, 4
- COC(=O)c1cn(Cc2ccco2)cc(C(=O)N2C[C@H]3CC=CC[C@H]3C2)c1=O
→ -8, ., 1
- c1ccc(-n2nc(SCc3nc4ccccc4s3)nc2C2CC2)cc1
→ -2, ., -1

New compounds follow.
The line under a structure holds: hcGAS lum, mcGAS inh, NPYLR7 ag
- COc1cn(CC(=O)Nc2ccccc2)c(CN2CCCCCC2)cc1=O
→ -5, -8, 1
- CC1(C)[C@H]2CC=C(CN3CCc4nncn4CC3)[C@@H]1C2
→ -12, ., 11
- COc1cn(CC(=O)NC2CCCC2)c(CN2CCC(C)CC2)cc1=O
→ -5, -8, 0
- C=CCN1C(=O)NC(=O)/C(=C/c2ccc(OCc3ccc(Cl)cc3)c(OC)c2)C1=O
→ -2, -7, 13
- Cc1ccnc(C(NC(=O)c2nnc3nc(C)cc(C)n23)C2CC2)c1 (stereo not given)
→ -4, ., 13
- COc1ccc(Br)cc1C=CC(=O)N1CCCC1c1ccncc1 (stereo not given)
→ -2, 2, -6
- Cc1cccc(NS(=O)(=O)c2cc(C(=O)Nc3ccccc3C(=O)O)ccc2C)c1
→ 3, 13, -4
- COc1ccc(-c2cc(C(=O)N(C)CCc3ccc(OC)c(OC)c3)c(C)n2-c2ccccc2Cl)cc1
→ -2, -4, -2
- O=C(NC1CCCCNC1=O)c1cc(-c2ccccc2Cl)nc2cc(-c3ccccc3)nn12 (stereo not given)
→ -2, -4, 17
- O=S1(=O)CC(S(=O)(=O)Nc2ccccc2-c2cccs2)c2ccccc21 (stereo not given)
→ -4, ., -1

Later entries.
The line under a structure holds: hcGAS lum, mcGAS inh, NPYLR7 ag
- COc1cccc(C(=O)N(CCN2CCCCC2)Cc2csc(COc3ccccc3C(C)C)n2)c1
→ -6, -10, -7
- CS(=O)(=O)NCCNC(=O)c1ccc(OC(F)F)cc1
→ -5, -16, -13
- CN1CC(=O)N=C1N
→ -2, ., -6
- COc1ccc2[nH]c3c(c2c1)CCN(C(=O)c1cc(Cl)ccc1F)C3c1ccc(OCc2ccccc2)cc1 (stereo not given)
→ -16, -8, 10
- COCCCN(CC(=O)N1CCc2sccc2C1COc1ccccc1F)C(=O)Nc1cccc(Cl)c1 (stereo not given)
→ 1, -2, .
- Nc1ccc(Br)cc1C(O)c1ccccc1Cl (stereo not given)
→ -5&0, -1, -1
- COc1ccc(CC(=O)OC(C(N)=O)c2ccccc2)c(OC)c1 (stereo not given)
→ -3, ., 0
- CCOC(=O)c1ccc(NC(=O)Nc2ccc(N3CCCCC3)c(C(=O)NC(C)c3ccccc3)c2)cc1 (stereo not given)
→ -2, -5, 22
- CCc1c(C)nn(-c2ccc(C(=O)NC(c3ccccc3)c3ccccn3)cc2)c1C (stereo not given)
→ 3, -2, -10
- Cc1cccc(OC(C)C(=O)NC2(C)CCS(=O)(=O)C2)c1 (stereo not given)
→ -9, ., 5
